Screening results as filed in PubChem BioAssay.
Rpn11 inh: Rpn11 (PSMD14) deubiquitinase inhibitors, primary screen, biochemical, fluorescence polarization, uHTS; 26S proteasome non-ATPase regulatory subunit 14 (Homo sapiens), O00487; human 26S proteasome, Ub4-pepOG fluorescence polarization; 20S core pre-blocked with epoxomicin; calls only at 20 µM; hit rate 0.59% among 360,000; AID 588493, 2011;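 active = inhibition at 20 µM, scaled to each plate's controls, above about 33%, limit read from the data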
Target sequence (O00487 whole entry, looked up): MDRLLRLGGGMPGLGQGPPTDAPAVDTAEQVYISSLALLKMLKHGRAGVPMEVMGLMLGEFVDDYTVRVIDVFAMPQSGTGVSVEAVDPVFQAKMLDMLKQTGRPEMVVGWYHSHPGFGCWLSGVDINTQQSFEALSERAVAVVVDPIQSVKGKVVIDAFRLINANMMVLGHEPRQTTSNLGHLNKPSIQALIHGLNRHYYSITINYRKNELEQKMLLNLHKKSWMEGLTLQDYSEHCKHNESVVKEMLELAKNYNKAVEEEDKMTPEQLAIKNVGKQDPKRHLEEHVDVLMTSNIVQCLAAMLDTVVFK
FAS TE block: FAS thioesterase domain inhibitors, primary screen, biochemical, fluorescence intensity, uHTS; inhibition, % at 15 µM; AID 602261, 2012; hit rate 0.67% among 360,000; recombinant FAS-TE, OMFH fluorogenic substrate, fluorescence endpoint; Fatty acid synthase (Homo sapiens), P49327;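 active = compounds whose normalised, plate-corrected inhibition of enzyme fluorescence in the single-dose primary screen is 50% or more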;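 also: 0% = DMSO with enzyme and 100% = substrate without enzyme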
MT1-MMP act inh: blockers of MT1-MMP proenzyme processing, primary screen, HT1080 RFP-PRO-GFP cells, GFP/RFP fluorescence. GFP/RFP ratio change, % at 20 µM. GFP/RFP ratio fluorescence, overnight; percent of plate control window, DMSO zero. hit rate 0.061% among 360,000;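 active = GFP/RFP ratio change of at least 30% with cell ATP level not reduced by more than half and red fluorescence within 50% of control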; also: strong numbers were not always called active
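Compound: 20 µM single dose, 1% DMSO / System: HT1080 RFP-PRO-GFP cells / Controls: DMSO and RFP-L50D-GFP cell wells / Read-out basis: GFP/RFP fluorescence ratio / Schedule: overnight compound exposure at 37 °C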
MLLE-PAM2 inh: inhibitors of PABP1 MLLE–PAM2 peptide binding, primary screen, biochemical, fluorescence polarization, FITC-PAM2, GST-MLLE. Polyadenylate-binding protein 1 (Homo sapiens), P11940. AID 588489, 2011. inhibition, % at 20 µM. hit rate 0.36% among 360,000; in the data active = inhibition above about 35%, passing the limit was not always enough;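 also: plate controls were DMSO wells with GST-MLLE for no effect and wells lacking GST-MLLE protein for full effect; some results filed as inactive read as strong as hits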
Target sequence (P11940 whole entry, looked up): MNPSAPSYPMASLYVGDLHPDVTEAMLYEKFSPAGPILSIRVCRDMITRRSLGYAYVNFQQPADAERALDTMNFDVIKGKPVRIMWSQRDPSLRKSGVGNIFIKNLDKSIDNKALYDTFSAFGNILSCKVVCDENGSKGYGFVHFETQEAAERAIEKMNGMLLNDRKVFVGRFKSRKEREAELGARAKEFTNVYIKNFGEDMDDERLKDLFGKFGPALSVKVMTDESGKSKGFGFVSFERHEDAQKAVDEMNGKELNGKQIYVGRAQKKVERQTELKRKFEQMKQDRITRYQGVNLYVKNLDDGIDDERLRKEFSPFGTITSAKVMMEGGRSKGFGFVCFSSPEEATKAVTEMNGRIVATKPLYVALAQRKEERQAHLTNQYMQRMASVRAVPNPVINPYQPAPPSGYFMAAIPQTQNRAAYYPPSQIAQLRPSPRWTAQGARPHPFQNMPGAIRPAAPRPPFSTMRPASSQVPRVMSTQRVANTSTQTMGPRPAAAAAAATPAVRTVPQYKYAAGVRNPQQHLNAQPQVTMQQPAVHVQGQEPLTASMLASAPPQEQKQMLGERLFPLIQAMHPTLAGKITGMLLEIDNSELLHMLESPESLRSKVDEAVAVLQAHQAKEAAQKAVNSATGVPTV
Rin1 Abl inh: inhibitors of Rin1-Abl protein binding, primary screen, biochemical, TR-FRET; Tyrosine-protein kinase ABL1 (Homo sapiens) + Ras and Rab interactor 1 (Homo sapiens), …; hit rate 0.4% among 360,000; inhibition, % at 7.35 µM; in the data active = inhibition above about 5%, passing the limit was not always enough
Neddylation inh: inhibitors of cullin neddylation, primary screen, biochemical, TR-FRET, uHTS, NAE and Ubc12; calls only at 25 µM; hit rate 0.58% among 360,000; AID 651699, 2012; in the data active = inhibition above about 36%
SKN-1 block: suppressors of acrylamide-induced Pgst-4::GFP reporter in worms, primary screen, SKN-1 inhibitor project, whole organism, uHTS, GFP/RFP fluorescence ratio, strain VP596; AID 624304, 2012; C. elegans VP596 Pgst-4::GFP/RFP ratio, 24 h; inhibition, % at 21.8 µM; hit rate 0.49% among 360,000;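 active = interference check ratio from 0.5 to 1.5 plus GFP to RFP signal ratio inhibition reaching or exceeding a fixed threshold, cut at about 30% in these data, passing the limit was not always enough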; also: some compounds called inactive have numbers as strong as hits
CSN inh: inhibitors of CSN-mediated cullin deneddylation, primary screen, biochemical, fluorescence polarization, uHTS. COP9 signalosome complex subunit 5 (Homo sapiens), Q92905. Purified CSN, SCF-Nedd8-OG deneddylation. inhibition, % at 12.5 µM. hit rate 0.38% among 360,000;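 active = pattern-corrected inhibition above about 35%, with an unprinted fluorescence ratio check between 0.5 and 1.5, limit read from the data, passing the limit was not always enough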;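 also: 0% = enzyme with substrate and 100% = substrate without enzyme; some results filed as inactive read as strong as hits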
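Assay system: purified human Csn5 enzyme expressed in HEK293T cells; measure: % inhibition; also added: SCFSkp2-Nedd8OG substrate at 10 nM final; technique: fluorescence polarization; times: reaction 90 min, room temperature; medium: Tris buffer pH 7.5, NaCl, DTT, Tween-20, trehalose, ovalbumin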
NadD block: inhibitors of S. aureus NadD, primary screen, biochemical, colorimetric, uHTS; inhibition, % at 20 µM; hit rate 0.78% among 360,000; purified NadD enzyme, colorimetric absorbance read-out; AID 602399, 2012; in the data active = inhibition above about 26%; also: some compounds past the cut are filed as inactive
Starred values were filed as active, the others as inactive; i = inactive; / = not tested or not shown.

SMILES	Rpn11 inh	FAS TE block	MT1-MMP act inh	MLLE-PAM2 inh	Rin1 Abl inh	Neddylation inh	SKN-1 block	CSN inh	NadD block
Cc1cc(C)cc(NC(=O)CSc2nc(N)c(NC(=O)c3cccs3)c(=O)[nH]2)c1	i	-4	3	20	0	i	4	-4	-3
CC1Cc2ccccc2N1C(=O)c1ccc(F)c(S(=O)(=O)N2CCOCC2)c1 (centres undefined)	i	0	1	5	3	i	8	4	-2
CC(/C=C/c1ccccc1F)=N\NC(=O)C(C)C	i	-5	1	10	-1	i	-6	1	0
CCOC(=O)CC1=C(C(=O)OCC)C(c2cccs2)C(C#N)=C(N)O1 (centres undefined)	i	-4	-5	-2	-2	i	-1	0	-4
CCOC(=O)c1nnn(-c2ccc([N+](=O)[O-])cc2[N+](=O)[O-])c1C	i	1	-2	10	-2	i	2	-6	0
O=C(COc1ccccc1F)Nc1ccccc1C(=O)NC1CC1	i	-4	6	-1	0	i	10	-2	1
Cc1onc(-c2ccccc2)c1C(=O)Nc1ccon1	i	-3	-1	-6	0	i	4	-2	1
CCCNC(=O)C1(C)CCN(C(=O)Cc2ccc(OC)c(OC)c2)C1 (centres undefined)	i	0	-2	-2	1	i	6	1	5
CCc1ccc(CNC(=O)CCCn2c(=O)c3cccn3c3cccnc32)cc1	i	17	2	9	4	i	1	4	-4
COc1ccccc1Cc1c(-c2ccc(C)cc2)nc2cc(C)c(Br)c(C)n12	/	13	4	/	/	i	-2	-2	8
O=C(CN1CCN(Cc2ccccc2)CC1)Nc1ccc(-n2cnnn2)cc1	i	-5	-1	14	1	i	8	-3	0
O=C(CNCC1(N2CCOCC2)CCCCC1)Nc1ccc(Cl)cc1	i	-3	1	-5	3	i	5	-6	0
Cn1nc(-c2ccccc2)c(COC(=O)c2cccc(Cl)c2)c1S(=O)(=O)c1ccccc1	i	28	-3	-5	0	i	-10	-4	-14
CCN(CC(=O)Nc1ccc2c(c1)OC(F)(F)O2)Cc1nc2ccccc2c(=O)[nH]1	i	1	5	-1	3	i	19	-5	-5
COc1ccc(NC(=O)Cn2c(=O)n(-c3ccccc3)c(=O)c3sccc32)c(OC)c1	i	-5	3	0	0	i	-8	1	-9
CC(Sc1nnc(-c2ccccc2F)n1C1CC1)C(=O)NCc1ccco1 (centres undefined)	i	-2	-4	1	3	i	2	-2	-5
O=C(c1ccco1)N1CCn2cccc2C1c1ccccc1 (centres undefined)	i	1	-5	1	-1	i	24	-13	0
O=Cc1c(N2CCN(c3cccc(Cl)c3)CC2)nc2ccccn2c1=O	i	8	-4	2	-1	i	1	1	1
O=C(CCN=C1NS(=O)(=O)c2ccccc21)NCc1ccccc1F	i	-4	-1	-1	4	i	6	7	-1
CC(=O)N1CCC(=NNC(=O)c2cccs2)CC1	i	-6	-2	12	1	i	5	-1	-3
O=[N+]([O-])c1ccc2[nH]c(=S)[nH]c2c1	i	7	/	-24	0	i	12	-1	5
CC(C(=O)Nc1ccc(Br)cc1)N(C)CC(=O)NCc1ccco1 (centres undefined)	i	-6	1	-10	1	i	-9	-6	-4
CCOc1cc(/C=C(\C#N)c2[nH]nc(N)c2C#N)ccc1O	i	-14	-31	-45	-4	i	12	6	3
COc1ccc(/C(O)=C2\C(=O)C(=O)N(c3cc(C)on3)C2c2ccccc2OC)cc1 (centres undefined)	i	-7	15	-1	0	i	5	8	5
O=C(NC1CCCCC1)N(Cc1ccc(F)cc1)Cc1nc2ccccc2c(=O)[nH]1	i	0	0	-2	3	i	4	-2	-6
Cc1nc(SCc2ccc(Cl)c(Cl)c2)n[nH]1	i	0	-2	-17	-1	i	2	3	-7
CCCCOc1cccc(C(=O)N(Cc2ccco2)C2CCS(=O)(=O)C2)c1 (centres undefined)	i	8	-1	-3	0	i	21	-3	-2
CS(=O)(=O)NN1C(=O)c2ccccc2NC1c1c[nH]c2ccccc12 (centres undefined)	i	-131	-28	-5	-4	i	1	3	-2
Cc1ccccc1COC(=O)c1nn(-c2ccccc2)nc1N	i	31	-2	-14	-1	/	6	2	-6
O=C(c1ccco1)N(CCC(c1ccccc1)c1ccco1)Cc1ccccc1 (centres undefined)	i	18	-3	-1	0	i	-6	12	18
CC(C)n1c(NCc2ccc(N(C)C)cc2)nc2ccccc21	i	-2	3	-5	2	i	10	-1	-3
c1ccc(CCNc2nc(-c3ccncc3)cs2)cc1	i	-2	-3	23	-1	i	7	0	-3
O=C(Cn1c(=O)sc2ccccc21)Nc1nc2c(s1)CCCC2	i	0	0	11	1	i	-2	-2	1
O=C1CCCc2nn(-c3ccccc3)c(-c3ccncc3)c21	i	-6	4	-3	4	i	-4	0	4
CC(=O)/C=C/c1ccccc1Oc1c(F)c(F)nc(F)c1F	i	-3	-10	-5	0	i	-15	8	-6
Brc1ccc(C2Nc3cccc4cccc(c34)N2)cc1	i	49	-4	-5	2	i	9	-1	5
COc1ccc(/C=N/NC(=O)CNC(=O)c2ccc(S(=O)(=O)N3CCOCC3)cc2)c(OC)c1	i	-8	-2	-6	0	i	1	-2	7
COC(=O)c1cccc(NC(=O)CSc2nnc(C)o2)c1	i	-6	0	14	-4	i	7	-3	4
Cc1cc(C)nc(SCc2nnc(SCC(=O)Nc3nccs3)n2C)n1	i	-4	1	-2	0	i	-10	-4	-4
O=c1c(C(c2ccc(Br)cc2)c2c(O)nc3n(c2=O)CCCS3)c(O)nc2n1CCCS2	i	-2	-3	0	1	i	10	2	12
COC(=O)c1c(SCc2cccc3ccccc23)nc(=O)[nH]c1C	i	-2	-5	1	-3	i	5	-8	8
C=CCN1CCN(C(c2cccc(OC)c2OC)c2nnnn2CCC(C)C)CC1 (centres undefined)	i	-3	-5	8	0	i	0	-1	-7
Cc1ccc(N2CC(C(=O)Nc3nnc(SCc4ccccn4)s3)CC2=O)cc1 (centres undefined)	i	-8	1	-48	-4	i	16	6	2
COc1ccccc1NC(=O)c1csc2c1CCCC2	i	15	-2	-6	-3	i	-15	4	-5
O=C(CCN1C(=O)c2ccccc2S1(=O)=O)N1CCN(c2ccccc2)CC1	i	3	3	3	2	i	4	-4	-5

Five records picked at random from the list so far:
SMILES	Rpn11 inh	FAS TE block	MT1-MMP act inh	MLLE-PAM2 inh	Rin1 Abl inh	Neddylation inh	SKN-1 block	CSN inh	NadD block
COc1ccc(/C=N/NC(=O)CNC(=O)c2ccc(S(=O)(=O)N3CCOCC3)cc2)c(OC)c1	i	-8	-2	-6	0	i	1	-2	7
c1ccc(CCNc2nc(-c3ccncc3)cs2)cc1	i	-2	-3	23	-1	i	7	0	-3
C=CCN1CCN(C(c2cccc(OC)c2OC)c2nnnn2CCC(C)C)CC1 (centres undefined)	i	-3	-5	8	0	i	0	-1	-7
Cc1cc(C)nc(SCc2nnc(SCC(=O)Nc3nccs3)n2C)n1	i	-4	1	-2	0	i	-10	-4	-4
COC(=O)c1c(SCc2cccc3ccccc23)nc(=O)[nH]c1C	i	-2	-5	1	-3	i	5	-8	8

(list continues)
SMILES	Rpn11 inh	FAS TE block	MT1-MMP act inh	MLLE-PAM2 inh	Rin1 Abl inh	Neddylation inh	SKN-1 block	CSN inh	NadD block
CC(C)(C)C1CCC(C(=O)Nc2ccccc2)CC1 (centres undefined)	i	10	1	-2	-1	i	4	-4	-1
CN(Cc1ccccc1)C(=O)c1[nH]cnc1C(=O)NC1CCN(C(=O)OC(C)(C)C)CC1	i	-3	2	-10	0	i	20	3	6
Cc1noc(C)c1NC(=O)Nc1ccc2c(c1)C(=O)N([C@H](C)CO)C[C@H](C)[C@@H](CN(C)C(=O)Nc1ccccc1)O2	i	-5	0	7	-6	i	-12	1	-2
N#Cc1cccc(NS(=O)(=O)c2ccccc2Cl)c1	i	-1	7	19	0	i	-8	4	10
COC(/C=C/Nc1ccc(C)cc1)=C(C#N)C#N	i	-9	8	1	0	i	18	0	0
CC(C)CCN(C(=O)C1CCCC1)c1c(N)n(Cc2ccccc2)c(=O)[nH]c1=O	i	-10	-1	-9	1	i	-11	2	2
CCOc1ccc(S(=O)(=O)N2CCN(C(=O)c3cccn3C)CC2)cc1	i	8	-2	0	1	i	-7	2	3
CCCCOC(=O)Nc1cccc(Cl)c1C	i	6	4	-3	-1	i	21	0	-5
Cc1cccc(Nc2nnc(SCC(=O)NCC3CCCO3)s2)c1C (centres undefined)	i	-3	6	-7	1	i	-2	-2	-1
CCN(CC)C(=O)CCSc1nnc(-c2ccncc2)o1	i	-16	-2	-47	1	i	5	2	3
CCc1ccccc1N1C(=O)CC(N2CCc3ccccc32)C1=O (centres undefined)	i	3	-3	-1	4	i	13	1	-1
O=C(Cc1cccc(NC(=O)C2CCN(C(=O)C3CCC3)CC2)c1)Nc1cccc(C(=O)N2CCOCC2)c1	i	-7	-2	13	-4	i	-3	-2	2
C=CCn1c(CCNC(=O)c2ccccc2F)nnc1SCC(=O)Nc1ccccc1F	i	0	1	8	5	i	4	5	-2
O=C(CCNS(=O)(=O)c1cccs1)N1CCCCCC1	i	-10	1	-2	0	i	3	0	1
N#CC(=Cc1cccs1)c1nc(-c2ccc(Cl)cc2)cs1	i	31	-5	-4	-3	i	62*	-4	-6
C[n+]1cnn2c1SCC1(COC1)C2	i	-3	-5	-126	2	i	-2	0	17
COc1cc(OC)cc(C(=O)NNC(=O)CCc2nc3ccccc3c(=O)[nH]2)c1	i	-5	0	-99	1	i	4	-1	12
CCCn1c(NC(=O)c2ccc(Cl)c(S(=O)(=O)N3CCCC3)c2)nc2ccccc21	i	25	-21	-7	-3	i	9	4	8
O=C(NCc1ccco1)/C(=C/c1ccco1)NC(=O)c1ccco1	i	-1	-1	4	3	i	8	-16	5
CC(=O)C1=C(O)C(=O)N(c2cccc(Br)c2)C1c1ccccc1Cl (centres undefined)	i	-6	3	10	-3	i	-6	-1	5
COCCn1c(SCC(=O)NCc2ccc3c(c2)OCO3)nnc1-c1c[nH]c2ccccc12	i	-3	-2	11	2	i	-11	4	-3
CCOc1cc(S(=O)(=O)NCCN2CCOCC2)c(C)cc1C	i	-5	-1	-5	-3	i	12	5	-1
O=S(=O)(N/N=C\c1ccc2c(c1)OCO2)c1ccc(F)cc1	i	-6	5	-34	-4	i	13	6	3
COc1ccc(C(=O)N2CCN(S(=O)(=O)c3ccc4c(c3)OCCO4)CC2)cc1	i	-1	3	18	0	i	13	-3	-2
COC(=O)c1ccc(C2NC(=S)N(c3ccccc3)C(C)=C2C(=O)Nc2ccccc2OC)cc1 (centres undefined)	i	8	-3	31	-4	i	10	0	10
O=C(/C=C/c1ccc([N+](=O)[O-])cc1)N1CCN(c2ccccc2F)CC1	i	-5	2	10	0	i	3	-5	0
COc1cccc(Cn2cccc(NC(=O)Nc3ccc(C#N)cc3)c2=O)c1	i	13	2	7	0	i	-4	0	-6
Clc1ccc(-c2nc(CSc3ccccn3)cs2)cc1	i	18	0	1	-6	i	58*	2	-4
